OX1R antag-1: OX1R (HCRTR1) antagonists, primary screen, fluorescence, CHO/OX1R cells, Fluo-8 calcium, orexin A. 0.43% of 330,000 active. Fluo-8 calcium fluorescence. AID 434989, 2010. inhibition, % at 5 µM;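 active means inhibition above its plate's threshold, mean inhibition of all tested compounds on the plate plus 3 SD, cut at about 37% in these data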;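 further: 0% = orexin A challenge wells and 100% = SB-334867-A antagonist wells; not every result past the cut was called active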
Target sequence (O43613 whole entry, looked up): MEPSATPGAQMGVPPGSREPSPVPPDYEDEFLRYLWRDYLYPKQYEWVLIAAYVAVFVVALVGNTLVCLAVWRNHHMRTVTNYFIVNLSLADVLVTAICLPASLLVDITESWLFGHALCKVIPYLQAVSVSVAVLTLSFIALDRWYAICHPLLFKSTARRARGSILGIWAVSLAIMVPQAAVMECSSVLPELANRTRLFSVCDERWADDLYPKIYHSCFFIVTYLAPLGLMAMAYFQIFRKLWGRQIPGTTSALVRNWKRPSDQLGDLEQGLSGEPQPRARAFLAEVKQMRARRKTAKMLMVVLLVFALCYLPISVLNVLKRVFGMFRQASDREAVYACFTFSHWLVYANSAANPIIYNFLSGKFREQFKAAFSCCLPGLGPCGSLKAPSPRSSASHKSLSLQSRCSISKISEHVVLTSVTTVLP
OX1R antag-2: antagonists of human orexin 1 receptor (OX1R); OX1R-expressing cells, FRET antagonist read-out; inhibition, % at 6.6 µM; 1.8% of 330,000 active; AID 485270, 2010; in the data active means inhibition mostly above about 38%, no sharp cut-off; inactive means mostly below about 40%;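 further: 0% = agonist challenge alone and 100% = reference antagonist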
* marks the source's active call; other numbers are inactive results.

Each structure is followed by: OX1R antag-2, OX1R antag-1
CCCCSc1nnc(CCCCCNC(=O)OC(C)(C)C)o1
  13, -24
COc1ccccc1CCC(=O)N(C)CC(=O)Nc1ccc(F)cc1
  31, -8
C=CCN1CCN(C(=O)c2oc3ccccc3c2C)CC1
  8, -4
O=C(CSc1ncn[nH]1)N1CCN(S(=O)(=O)c2ccc(Cl)cc2)CC1
  9, -24
COc1cc2c(cc1OC)CN(C(=S)Nc1cccc(Cl)c1C)CC2
  16, -17
CCOc1ccc(C(=O)OCC(=O)Nc2ccc3c(c2)OCCO3)cc1OC
  15, -9
COC(=O)CC1C(=O)NC2CCCCC2N1C(=O)CCl (stereo unspecified)
  11, -8
Cc1ccc(C2(C)NC(=O)N(CC(=O)NNC(=O)c3cc(C)oc3C)C2=O)cc1 (stereo unspecified)
  18, -15
O=C(CCCOc1ccccc1)N1CCN(C(=O)c2ccco2)CC1
  4, -7
COc1cc(CNC(C)c2ccccc2)c(Br)cc1OCC(N)=O (stereo unspecified)
  11, -18
Cn1c2ccccc2c2c(C(=O)NCc3ccco3)cn(C3CCCCC3)c(=O)c21
  26, -39
C=CCN1C(=O)CS/C1=C(\C#N)S(=O)(=O)c1ccc(C)cc1
  1, -4
CCC(C)c1ccccc1NC(=O)COC(=O)C1=NN(c2ccccc2)C(=O)CC1 (stereo unspecified)
  12, -17
C=CCNC(=O)Nc1ccc(OCC)cc1
  13, -9
CCS(=O)CCSC(=N)N (stereo unspecified)
  0, 1
Cc1nc2ccccc2n1CC(=O)NC1CCCC1
  3, -6
CC1Cc2ccccc2N1S(=O)(=O)c1cccc(C(=O)N2Cc3ccccc3CC2C(N)=O)c1 (stereo unspecified)
  6, -4
O=C(Nc1ccccc1C(=O)Nc1ccc(Br)cn1)c1cccc([N+](=O)[O-])c1
  5, -5
Cc1cc(C)n2nc(SCC(=O)N(Cc3ccccc3)C3CCS(=O)(=O)C3)nc2n1 (stereo unspecified)
  10, -7
COc1ccc(CNC(=O)c2cc3c(s2)CN(Cc2ccccc2)C3)cc1
  23, -9
COc1ccc(/C(=N/O)C(C)(C)NO)cc1
  11, 4
NS(=O)(=O)c1ccc(CCNC(=O)c2ccc3c(c2)OCO3)cc1
  15, -12
COc1ccc(C(=O)Nc2ccc(NC(C)=O)cc2)cc1S(=O)(=O)N1CCCCC1C (stereo unspecified)
  -1, -24
O=C(NC(CO)c1ccccc1)c1ccco1 (stereo unspecified)
  12, -11
CC(=O)c1c(C)nc2ccc(Br)cc2c1-c1ccccc1
  25, -29
CCOc1cc(NC(=S)Nc2ccccc2)c(OCC)cc1NC(=O)c1ccccc1
  29, -42
CCCOC(=O)c1c(-c2ccccc2)nc(CC)c(C(=O)SCC)c1CCC
  13, -22
COc1ccc(N(CC(=O)Nc2ccc(C)c(F)c2)S(=O)(=O)c2c(C)noc2C)cc1
  20, -13
CCC(=O)N1CCN(c2ccc(NC(=O)COc3ccc(CC)cc3)cc2)CC1
  22, -8
CC1(c2nnc(Cc3ccccc3)o2)CC(c2ccncc2)=NO1 (stereo unspecified)
  17, -8
CCN(CC)S(=O)(=O)c1ccc(C(=O)NCc2nnc(SCC(=O)OC)n2C)cc1
  3, -3
COc1cccc(-c2sc3ccc(OC)cc3c2C#CCCO)c1
  7, 11
CN(C(=O)c1c[nH]c(=O)cc1C(F)(F)F)c1ccc(Cl)c(Cl)c1
  16, -16
NC(=O)c1ccc(NC(=O)CC23CC4CC(CC(Br)(C4)C2)C3)cc1
  -6, -14
Cn1c(=O)n(C)c2cc(NC(=O)CSc3nnc(-c4ccccc4O)n3-c3ccccc3)ccc21
  22, -23
COC(=O)c1c(NC(=O)C2=COCCO2)sc(C)c1C
  28, -9
COC(=O)c1cccnc1-n1c(=O)c2cccnc2n(Cc2cccc(OC)c2)c1=O
  17, -27
CCN(C(=O)COC(=O)c1cccnc1)c1cccc2ccccc12
  6, -12
COc1cccc(CN(C)C(=O)CC23CC4CC(CC(C4)C2)C3)c1OC
  16, -5
CC(C)CCOc1cccc(OCC(=O)Nc2ccncc2)c1
  44, 55*
CC(C)C[C@@H](CO)N1CCN(Cc2ccc(O)cc2)CCC1=O
  14, 1
O=C1c2ccc(Oc3ccc([N+](=O)[O-])cc3)cc2C(=O)N1CCCO
  10, -18
COc1ccc(C(=O)OCC#CCSc2nnc(-c3cccc4ccccc34)o2)cc1
  2, 30
Cc1ccc(CNC(=O)Cn2ccc3cc(S(=O)(=O)N4CCCCCC4)ccc32)cc1
  12, -18
COc1cccc(CN2c3ccc(Br)cc3C(=O)CS2(=O)=O)c1
  11, -7
CNC(=O)c1ccsc1NC(=O)CCS(=O)(=O)c1ccccc1
  7, -9
CN(C)CCN=Cc1c(O)n(Cc2ccc3c(c2)OCO3)c(=O)c2ccccc12
  28, -30
O=c1cc(CSc2nc3ccccc3[nH]2)c2ccccc2[nH]1
  20, 0
COc1cccc(NC(=O)CSc2ccc3nnc(-c4ccccn4)n3n2)c1
  11, -9
Cc1ccc(NC(=O)c2cccs2)cc1NC(=O)c1ccccc1Cl
  16, -29
COc1ccc([N+](=O)[O-])cc1NC(=O)c1ccc(CN(c2ccccc2)S(C)(=O)=O)cc1
  21, -10
COc1cccc(NC(=O)C2CCN(S(=O)(=O)c3ccc4c(c3)NC(=O)C(C)S4)CC2)c1 (stereo unspecified)
  7, -13
CC1CCCCN1CCNS(=O)(=O)c1ccc2c(c1)oc(=O)n2C (stereo unspecified)
  -4, -9
CCOc1ccc2ccccc2c1C(=O)Nc1cc(=O)n(C)c(=O)n1C
  13, -25
CC1CCN(C(=O)COC(=O)CNC(=O)C23CC4CC(CC(C4)C2)C3)CC1
  21, -18
CCOC(=O)/C(=N\O)C1=NC(C)(C)Cc2ccccc21
  37, -5
O=C(CNC(=O)c1ccc(F)cc1)N/N=C/c1cc(Br)ccc1OCc1ccccc1
  1, -19
C[C@H](CO)N1C[C@H](C)[C@@H](CN(C)C(=O)Nc2ccccc2)Oc2ccc(NC(=O)CCN3CCOCC3)cc2C1=O
  3, -1
O=S(=O)(NCc1ccc2c(c1)OCO2)c1ccc2c(c1)oc1ccccc12
  44*, 19
O=C(O)CSC(C(=O)Nc1ccc(Br)cc1)c1ccc(Cl)cc1 (stereo unspecified)
  7, -22

Further structures:
Each structure is followed by: OX1R antag-2, OX1R antag-1
O=C(c1ccc(F)cc1)C1CCN(C(=O)c2ccncc2)CC1
  7, -5
CC(OC(=O)CC1CC2CCC1C2)C(=O)Nc1ccc(N2CCOCC2)cc1 (stereo unspecified)
  10, 13
O=C(NCCCN1CCOCC1)c1cccc(S(=O)(=O)Nc2ccccc2Cl)c1
  18, -20
Cc1ccc(C(=O)N2CCN(c3ccccc3O)CC2)cc1S(=O)(=O)N1CCCCC1
  8, -31
CCOC(=O)c1cnn(-c2ncnc3sc(CC)cc23)c1N
  19, -14
CCOC(=O)N1CCN(CC(=O)Nc2c(C(=O)OC)[nH]c3cc(C)ccc23)CC1
  7, -12
CCOCCCN(Cc1ccco1)S(=O)(=O)c1csc(C(N)=O)c1
  12, -10
Cc1cc(-c2nc3ccccc3[nH]2)ccc1N
  8, -7
CCOC(=O)c1c(C)n(C)c2ccc(OC)c(NC(=O)CN3CCCCC3)c12
  17, -15
CCCCCN(C(=O)CCC(=O)OC(C)C(=O)NC1CCCCC1)c1c(N)n(CCCC)c(=O)[nH]c1=O (stereo unspecified)
  12, -1
Cn1cc(C(=O)NC2CCCCCCC2)c(=O)c2cc(S(=O)(=O)N3CCCC3)ccc21
  10, -12
CCCSc1nnc(NC(=O)c2ccco2)s1
  15, -19
O=Cc1cn(CCC(=O)O)nc1-c1cccc2ccccc12
  3, -15
CC(C)(CNS(=O)(=O)c1ccc(Cl)cc1)N1CCCCC1
  2, -6
NC(=O)CSc1nnnn1CC(CC(=O)O)c1ccccc1 (stereo unspecified)
  8, 0
Cc1ccc(C)c(S(=O)(=O)N2CCCC2CNC(=O)C(=O)NCCc2ccco2)c1 (stereo unspecified)
  58*, 11
Cc1cc(C)c(NC(=O)CC(=O)c2ccccc2)c(Cl)c1
  19, -27
CCCCN(c1ccccc1)S(=O)(=O)c1ccc2c(c1)CCN2C(=O)CCC(=O)O
  10, -11
COc1ccc(Nc2cc(C)nc3ccccc23)cc1
  11, -12
CCN1CCN(C(=S)Nc2ccc(Cl)c(Cl)c2)CC1
  15, 6
O=C(Nc1ccccc1C(=O)O)c1cc(S(=O)(=O)N2CCOCC2)c(Br)s1
  27, -13
COc1ccc(NC2CCCN(C(=O)C3(C)CCCCC3)C2)cc1OC (stereo unspecified)
  5, -37
Cc1cc(F)ccc1Oc1cc(NN2CCCCC2)c([N+](=O)[O-])cc1[N+](=O)[O-]
  1, -38
Cc1ccc(S(=O)(=O)N2CCN(S(=O)(=O)N3CCCCC3)CC2)cc1
  5, -4
CCN1CCN(c2oc(-c3ccc([N+](=O)[O-])cc3)nc2C#N)CC1
  11, -14
O=C(CCCN=C1NS(=O)(=O)c2ccccc21)OCC(=O)c1ccc(Br)cc1
  -3, -7
Cc1cc(NC(=O)c2ccc3c(c2)OCO3)no1
  8, 2
O=C(N/N=C/c1ccccc1Cl)c1ccncc1
  -1, -15
CC(=O)Nc1ccc(S(=O)(=O)NCC(=O)OCC(=O)N2CCCCCC2)cc1
  0, -5
O=C(CN1C(=O)NC2(CCCC2)C1=O)Nc1nc2ccccc2s1
  26, -22
O=c1c(C(c2nnnn2C2CCCCC2)N2CCCCC2)coc2ccc(Cl)cc12 (stereo unspecified)
  9, -23
CC1(C)OC(C)(C)/C(=C\c2ccc(OCC(N)=O)cc2)C1=O
  11, -15
O=S1(=O)N=C(Oc2cccc3ccccc23)c2ccccc21
  3, -2
COc1ccccc1NC(=O)Cn1c(=O)c(N(C)C)c(N)n(C)c1=O
  18, 1
Cc1nn(C)c(Oc2ccccc2)c1CCNC(=O)CCl
  -2, -6
Cc1cc(C(=O)NCCc2ccccc2)c2cc(F)ccc2n1
  35, 0
CCNC(=O)COC(=O)c1sccc1C
  -1, -10
O=C(COc1ccccc1[N+](=O)[O-])NCC1(N2CCCCC2)CCCCC1
  8, -24
O=C(Cn1nnc(-c2ccc(CN3CCOCC3)cc2)n1)N(c1ccccc1)c1ccccc1
  9, -31
CCOC(=O)CCCC(=O)Nc1ncnc2c1C(c1ccccc1)c1c(ccc3ccccc13)O2 (stereo unspecified)
  10, -2
COc1cc(C2C(C(N)=O)=C(C)Nc3nc(CCCO)nn32)cc(OC)c1OC (stereo unspecified)
  5, 3
Cc1oc(-c2ccc(Cl)cc2)nc1CN1CCC(C(=O)N2CCc3ccccc3C2)CC1
  1, -34
COc1ccc(-n2c(COc3cccc4ccccc34)nnc2SCC#N)cc1
  27, -12
CCCCNC(=O)Nc1nc(SCC(=O)OCC)n[nH]1
  15, -7
O=C(CCNS(=O)(=O)c1ccc(Br)cc1)NCC1CCCO1 (stereo unspecified)
  1, -13
CC(=O)Nc1ccc(S(=O)(=O)NNC(=O)c2cc3c4ccccc4n(C)c3s2)cc1
  21, -4
Cc1ccc(NC(=O)C2CCN(S(=O)(=O)c3ccccc3)CC2)cc1
  20, 5
C=CCC[C@H](Cc1ccc(F)cc1)C(=O)OC[C@H]1CCCN1C(=O)[C@@H](CC=C)CC(=O)NCCO
  8, -4
CC(=O)N1CCN(S(=O)(=O)c2cccc(C(=O)NNC(=O)COc3c(C)cccc3C)c2)CC1
  10, -15
O=S(=O)(Nc1cc(Cl)ccc1-n1cncn1)c1ccc(F)cc1
  12, 4
Cc1cc2c(cc1C)C(c1cccc([N+](=O)[O-])c1)CC(=O)N2 (stereo unspecified)
  19, -17
CC1=C(C(N)=O)C(c2ccccc2)n2nc(-c3cccc(C)c3)nc2N1 (stereo unspecified)
  8, -13
CC(C)Oc1ccc(/C=N/NC(=O)C2CCCN2S(=O)(=O)c2ccc(Cl)cc2)cc1 (stereo unspecified)
  19, -23
CC(/C=N/n1c(-c2ccncc2)n[nH]c1=S)=C\c1ccco1
  22, -30
CCn1c(SCC(=O)N/N=C/C=C/c2ccccc2[N+](=O)[O-])nnc1-c1ccccc1
  12, -30
